ELG1 genotox = inducers of genotoxicity in HEK293T ELG1-luciferase cells; Potency, µM (titrated, usually from 46 µM), without a hit: top-dose activity change, positive = activation, usual class: activators; 330,000 compounds, 1.3% hits; HEK293T ELG1-luciferase reporter, luminescence, 16 h; note: potency is the fitted concentration of half-maximal effect; % of control where 0% means no effect; nearly all actives have a fitted effect of over 60% in size
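Quantitative HTS format in 1536-well plates. HEK293T ELG1-luciferase reporter cells receive test compound and are incubated 16 hr at 37 °C, 5% CO2; ONE-Glo added, 30 min room temperature, then luminescence read.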
a7 integrin act = integrin-mediated muscular dystrophy alleviation activation. alpha7betagal myoblasts, beta-gal FDG fluorescence, 48 h. Potency, µM (titrated, usually from 38.3 µM), inactives show top-dose activation, actives largely listed as activators. 350,000 compounds, 0.064% hits. AID 624291;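 note: potency is the fitted concentration of half-maximal effect; 100% = response of the positive control SU9516; nearly all actives have a fitted effect of over 60% in size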
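Alpha7betagal+/- myoblasts (passage 13) were plated 16-24 hr, then exposed to compounds (1:260 dilution of DMSO stock) for 48 hours at 37C. After MPER lysis, β-galactosidase reporter activity was read as FDG fluorescence (ex 480/em 540) after 30 minutes.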
B2AR arrestin = beta2AR (human) beta-arrestin recruitment activity | P07550 | beta-arrestin recruitment to beta2AR, cell-based reporter | Potency, µM (doses to about 46.1 µM), for the others: top-dose activation, actives largely listed as activators | 330,000 compounds, 0.02% hits | AID 492947;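 note: potency is the fitted concentration of half-maximal effect; 0% = DMSO controls and full agonism = EC100 isoproterenol or metaproterenol; nearly all actives have a fitted effect of over 65% in size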
ASM inhibitor = inhibitors of human secretory acid sphingomyelinase; placental ASM, HMU-PC fluorogenic substrate, 60 min; Potency, µM (series often up to 57.5 µM), for the others: at the top dose activity change, negative = inhibition, hits mostly inhibitors; 340,000 compounds, 0.006% hits; AID 504937; note: potency is the fitted concentration of half-maximal effect
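Steps: dispense placental human ASM, pin compound, wait 10 min at room temperature, add HMU-PC0 substrate at 9 uM final, incubate 60 min at 37 °C, add stop solution raising pH to 10, read fluorescence.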
uPA surface inh = cell surface uPA generation inhibition; Potency, µM (series often up to 38.3 µM), for the others: at the highest dose activity change, negative = inhibition, most hits filed as inhibitors; AID 540303; cell surface uPA generation assay, qHTS; 330,000 compounds, 0.31% hits; active = well fitted inhibition curve with a large enough effect; inconclusive = small, poorly fitted or top-dose-only effect; inactive = no such curve, though single readings can be large or run the other way; tested in mouse RAW 264.7 cells; note: potency is the fitted concentration of half-maximal effect; % is set by controls: 0 for no effect and ±100 for the full control effect; nearly all actives have a fitted effect of over 55% in size
BRCA1 expr up = increases BRCA1 expression. MCF7-BRCA1-FFLuc reporter, luminescence, 48 h; response scale: scaled: vehicle 0%, 10 µM genistein 100%. Potency, µM (titrated, usually from 46.1 µM), for the others: at the top dose activation, actives largely listed as activators. 380,000 compounds, 1.1% hits. AID 624202; note: potency is the fitted concentration of half-maximal effect; nearly all actives have a fitted effect of over 80% in size; some results filed as inactive show a strong effect at the top dose
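MCF7 cells carrying a BRCA1-firefly luciferase reporter (2000 cells/well, phenol-red free MEM) were attached for 2 h at 37 °C, then given compounds for 48 h. Luminescence was read 15 min after luciferase reagent; activity normalized to genistein (10 microM) and DMSO.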
p53 reactivation = mutant p53 re-activation in reporter cells; H1299 p53-A138V BP100-luciferase reporter, luminescence, 24 h; Potency, µM (series often up to 92.2 µM), for the others: at the top dose activity change, positive = activation, usual class: activators; 320,000 compounds, 0.063% hits; note: potency is the fitted concentration of half-maximal effect; % of control where 0% means no effect; nearly all actives have a fitted effect of over 45% in size
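p53-null H1299 cells stably carrying temperature-sensitive p53-A138V and a BP100-luciferase reporter were pinned with compounds (4-point, 1:5 series) and held 24 hrs at 37 deg C. Luminescence was read 10 min after detection reagent.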
USP2a block = USP2a (human) protease inhibition | O75604 | Potency, µM (doses to about 38.3 µM), without a hit: at the top dose activity change, negative = inhibition, usual class: inhibitors | 330,000 compounds, 0.01% hits | USP2 core, Ub-CHOP2 coupled fluorogenic reporter, 485/531;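 note: potency is the fitted concentration of half-maximal effect; plate controls were DMSO wells for no effect and full inhibition by NEM control for full effect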
Target sequence (O75604 whole entry, looked up): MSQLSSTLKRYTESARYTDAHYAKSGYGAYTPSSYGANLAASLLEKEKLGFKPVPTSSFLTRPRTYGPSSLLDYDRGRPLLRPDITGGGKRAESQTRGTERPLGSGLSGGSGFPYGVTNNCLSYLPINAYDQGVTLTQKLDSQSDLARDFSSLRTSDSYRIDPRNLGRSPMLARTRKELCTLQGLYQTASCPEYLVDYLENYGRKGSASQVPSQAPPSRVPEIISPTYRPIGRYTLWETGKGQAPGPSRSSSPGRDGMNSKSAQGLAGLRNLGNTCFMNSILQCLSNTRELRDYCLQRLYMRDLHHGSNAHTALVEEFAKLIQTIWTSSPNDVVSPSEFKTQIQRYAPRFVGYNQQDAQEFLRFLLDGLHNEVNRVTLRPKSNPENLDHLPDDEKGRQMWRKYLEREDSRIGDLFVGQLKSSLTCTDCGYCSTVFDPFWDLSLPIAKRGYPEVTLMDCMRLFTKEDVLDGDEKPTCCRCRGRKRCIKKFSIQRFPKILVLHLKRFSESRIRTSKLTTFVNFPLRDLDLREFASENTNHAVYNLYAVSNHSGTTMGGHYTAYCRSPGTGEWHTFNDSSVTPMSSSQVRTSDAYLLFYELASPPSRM
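USP2 core (10nM final) preincubated 30min RT with compound in 20mM Tris-HCl pH 8.0, 2mM CaCl2, 2mM beta-mercaptoethanol, 0.05% CHAPS; 25nM Ub-CHOP2 plus 25nM reporter substrate added, fluorescence (Ex485/Em531) read after 60min.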
TSG101-PTAP inh = blocks PTAP/TSG101 interaction to inhibit HIV-1 budding | Fluorescence polarization, FITC-PTAP peptide / Tsg101 binding | Potency, µM (titrated, usually from 115 µM), inactives show at the highest dose activity change, negative = inhibition, actives largely listed as inhibitors | 340,000 tested, under 10 active | Q99816; active = well fitted inhibition curve with a large enough effect in the main read-out, with a control signal flat, not every such curve was filed as active; inconclusive = small, poorly fitted or top-dose-only effect, or effect the other way, or a change in a side signal; inactive = no such curve, though single readings can be large or run the other way; note: potency is the fitted concentration of half-maximal effect; % of control where 0% means no effect
Target sequence (Q99816 whole entry, looked up): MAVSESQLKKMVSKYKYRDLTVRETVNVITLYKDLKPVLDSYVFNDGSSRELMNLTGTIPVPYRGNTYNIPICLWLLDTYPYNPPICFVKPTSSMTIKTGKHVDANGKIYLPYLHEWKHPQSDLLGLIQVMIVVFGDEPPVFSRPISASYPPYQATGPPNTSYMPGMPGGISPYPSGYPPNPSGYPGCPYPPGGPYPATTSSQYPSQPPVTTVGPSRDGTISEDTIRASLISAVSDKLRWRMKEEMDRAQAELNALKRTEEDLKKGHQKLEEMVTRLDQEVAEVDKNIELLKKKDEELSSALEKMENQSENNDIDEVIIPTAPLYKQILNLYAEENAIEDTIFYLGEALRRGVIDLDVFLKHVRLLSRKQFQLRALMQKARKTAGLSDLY
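Fluorescence anisotropy tracks displacement of a FITC-tagged PTAP peptide (50 nM) from the Tsg101 binding domain (10 uM), following a 20 min room-temperature incubation at pH 7.5.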
TRPV1 ag = human TRPV1 agonism; Q8NER1; TRPV1-expressing cells, Fluo-8 calcium influx, agonist mode; activation, % at 8.33 µM; 320,000 compounds, 0.19% hits; AID 540275; in the data active = activation above about 80%; inconclusive = between about 30% and that limit; note: 0% is about no effect
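TRPV1-expressing cells were cultured overnight at 35.5C and loaded with Fluo-8 calcium dye for 40 to 90 min at room temperature. After a 10 s baseline, compound was added and calcium influx was read kinetically for 3 min (ex 480/em 520 nm).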
Eya2 phos inh = blocks the phosphatase activity of human Eya2; O00167; recombinant Eya2, OMFP fluorescence dephosphorylation (OMFP is methylfluorescein phosphate); Potency, µM (titrated, usually from 76.9 µM), without a hit: top-dose activity, negative = inhibition, actives largely listed as inhibitors; 330,000 compounds, 0.006% hits; note: potency is the fitted concentration of half-maximal effect; % is set by controls: 0 for no effect and ±100 for the full control effect
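Eya2 (0.2 uM) preincubated 10 min at ambient with compound, then OMFP substrate added at 50 uM; 10 min reaction in 50 mM HEPES pH 7.5, 50 mM NaCl, 5 uM MgCl2, 0.05% BSA, 1 mM DTT. Fluorescence read at Ex 485/Em 525 nm.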
An asterisk follows results filed as active; ? = inconclusive; · = no result given; [ ] = dose if it differs, or a comment. Unless noted, calls come from the whole dose curve; as a rule, active = well fitted curve in the direction sought with a large enough effect; inconclusive = small, poorly fitted or top-dose-only effect, or another doubt; inactive = no such curve, though single readings can be large; an effect the other way counts as inactive or inconclusive.

SMILES	ELG1 genotox	a7 integrin act	B2AR arrestin	ASM inhibitor	uPA surface inh	BRCA1 expr up	p53 reactivation	USP2a block	TSG101-PTAP inh	TRPV1 ag	Eya2 phos inh
Cc1cc(C)cc(NC(=O)CSc2nc3c(c(=O)[nH]2)CN(Cc2ccc(F)cc2)CC3)c1	0%	26%	-0.9%	2%	-1%	-32%	-8%	?	-2%	3	7%
NS(=O)(=O)c1ccc(NC(=O)COC(=O)Cn2cnc3ccccc3c2=O)cc1	2%	6%	0.1%	3%	7%	-22%	13%	1%	-2%	·	4%
Cc1ccc(NC(=O)c2cnc3ccccc3n2)cc1C	?	18%	0.2%	3%	5%	118%	?	2%	-4%	84*	-5%
CC(C)C(=O)Nc1ccc(N2CCOCC2)c(S(=O)(=O)Nc2ccccc2Cl)c1	-6%	29%	-0.7%	-2%	-4%	-43%	-4%	5%	-1%	·	-6%
Cc1ccc2c(c1)[C@H]1[C@H](CO2)[C@H](c2ccccc2)[C@]2(C)C(=O)Nc3cc(F)c(F)cc3C(=O)N12	1%	-19%	-0.6%	-25%	?	-46%	0%	-12%	3%	·	6%
COc1ccc(CCn2nnnc2C(CC(C)C)N2CCN(c3ncccn3)CC2)cc1OC (stereo unspecified)	-7%	4%	-0.2%	-1%	-1%	-11%	-4%	0%	-4%	0	16%[15.4 µM]
COCCNC(=O)Cn1cnc2c1c(=O)n(C)c(=O)n2C	-3%	7%	-0.1%	-3%	-1%	-9%	-1%	0%	-5%	2	8%
Clc1ccccc1-c1nnc2sc(-c3ccccn3)nn12	1%	17%	-0.5%	4%	-4%	4%	-13%	0%	-8%	10	-10%
CCc1ccc2[nH]c(=O)c(Cc3ccccc3)c(O)c2c1	-5%	9%	-1.0%	-2%	13%	1%	-1%	0%	-2%	2	6%
COCCCn1c(=N)c(C(N)=S)cc2c(=O)n3cccc(C)c3nc21	·	-19%	·	233%[activator]	-7%	0%	·	·	-4%	·	·
CSc1nc2nc3c(cc2c(=O)n1-c1ccccc1C)CCCC3	-11%	-5%	-0.8%	1%	-8%	-52%	2%	-2%	-6%	26	9%
Cc1cc(OCC(=O)Nc2ccc(OCc3ccccc3)cc2)nc(C(C)C)n1	-6%	-41%	0.5%	-1%	2%	10%	-1%	-2%	-2%	2	-10%
CCc1c(C(=O)Nc2ccc(S(=O)(=O)N3CCOCC3)cc2)csc1C	0%	-10%	0.2%	-6%	-5%	-37%	-3%	-2%	0%	22	-8%
CN(Cc1cnccn1)C(=O)C1CCC(=O)N(CCc2ccc(Cl)cc2)C1 (stereo unspecified)	0%	0%	-0.4%	-1%	-1%	-8%	7%	6%	-5%	1	4%
CCc1noc(C)c1C(=O)NNC(=O)c1nn(C)c(=O)c2ccccc12	1%	11%	-0.1%	-2%	0%	-17%	5%	3%	-6%	-3	-4%
CC(=O)Nc1nc2n(n1)C(c1ccc(F)cc1)C=C(c1ccccc1)N2 (stereo unspecified)	10%	-8%	0.2%	49%	1%	-14%	-5%	23%	-11%	-4	0%
COc1ccc(-c2cc(C(=O)N3CC4(C)CC3CC(C)(C)C4)no2)cc1 (stereo unspecified)	-1%	30%	0.2%	-2%	·	2%	13%	-5%	-9%	-3	-4%
COc1ccc(NC(=O)CN2CCN(C(C)=O)CC2)cc1S(=O)(=O)N1CCOCC1	3%	17%	-0.3%	4%	-12%	17%	0%	3%	0%	·	6%
CCCN(CC(=O)Nc1ccc(F)c(F)c1F)C(=O)C1CC(=O)N(Cc2ccccc2)C1 (stereo unspecified)	1%	-19%	-0.8%	4%	1%	-17%	-3%	-1%	0%	2	0%
Cc1nnc(SCC(=O)NC2CCS(=O)(=O)C2)n1Cc1ccccc1 (stereo unspecified)	-3%	8%	-0.1%	1%	4%	19%	-4%	-1%	-12%	-1	-16%
CCN(CCn1cccn1)C(=O)c1cc(COc2ccccc2SC)on1	?	16%	-0.2%	-1%	-15%	11µM*	23%	3%	·	4	9%
COc1cc(OCC(=O)NC(C)C)cc2c1C(=O)O[C@@H](C)CCCC(=O)CCCCC2	-13%	4%	-0.1%	2%	-1%	-2%	-5%	3%	-5%	19	-1%
NNC(=O)c1nn(-c2ccc(Cl)cc2)ccc1=O	2%	-17%	0.0%	1%	2%	-5%	7%	2%	-2%	1	-8%
COC(=O)c1cc(N2C(=O)C3C(C2=O)C2(C)C=CC3(C)O2)ccc1Cl (stereo unspecified)	0%	·	0.4%	·	·	·	-23%	3%	·	-1	4%
CC(NC(=O)c1ccc(CS(C)(=O)=O)cc1)c1ccc(-c2ccccc2)cc1 (stereo unspecified)	13%	?	-0.3%	8%	-2%	-17%	-4%	0%	-1%	-1	-7%

Taken from above.
Reading of CN(Cc1cnccn1)C(=O)C1CCC(=O)N(CCc2ccc(Cl)cc2)C1 (stereo unspecified) in USP2a block: 6%
Reading of CCCN(CC(=O)Nc1ccc(F)c(F)c1F)C(=O)C1CC(=O)N(Cc2ccccc2)C1 (stereo unspecified) in BRCA1 expr up: -17%

Further results follow:
SMILES	ELG1 genotox	a7 integrin act	B2AR arrestin	ASM inhibitor	uPA surface inh	BRCA1 expr up	p53 reactivation	USP2a block	TSG101-PTAP inh	TRPV1 ag	Eya2 phos inh
CSCCC(NS(=O)(=O)c1ccc2ccccc2c1)C(=O)O (stereo unspecified)	-1%	4%	-0.3%	5%	5%	6%	-2%	-1%	-2%	-2	-15%
Cc1cc(C)n2cc(CSc3ncn[nH]3)nc2n1	1%	8%	0.0%	8%	-2%	0%	29%	7%	1%	1	0%
Clc1nc(NCCN2CCOCC2)nc(NCc2ccccc2)n1	0%	4%	-0.4%	-1%	1%	3%	-5%	1%	-6%	3	16%
Cc1noc(C)c1COc1ccc(C(=O)OCC(=O)Nc2ccc3c(c2)OCO3)cc1	2%	7%	0.4%	-10%	0%	20%	?	1%	-2%	0	19%
CSc1nc2ccc(NC(=O)C3CCCO3)cc2s1 (stereo unspecified)	10µM*	25%	0.0%	-3%	1%	?	?	1%	0%	1	-10%
O=C(CCc1nc(-c2ccccc2F)no1)NCCN1CCN(Cc2ccccc2)CC1	-9%	-2%	-0.3%	4%	4%	-13%	?	1%	-11%	0	10%
COc1ccc(-c2noc(CN3CCN(c4ccccc4F)CC3)n2)cc1OC	0%	5%	-0.4%	-7%	2%	2%	-2%	-1%	-4%	11	5%
NNC(=O)CN1C(c2ccccc2)=Nc2ccc(Br)cc2C1c1ccccc1 (stereo unspecified)	1%	?	-0.5%	2%	·	-32%	0%	-5%	-6%	4	-22%
Cc1noc(C)c1C(=O)OCC(=O)NC1CC1	-1%	8%	-0.3%	2%	12%	-4%	3%	4%	1%	-1	16%
COc1ccc(CC(=O)NCc2nnc(SCC(=O)Nc3cccc(F)c3)n2C)cc1	0%	-14%	1.0%	-2%	1%	0%	-3%	11%	1%	-1	9%
Nc1c(C(=O)NCCN2CCOCC2)c2nc3ccccc3nc2n1-c1ccccc1	5%	4%	-0.3%	·	-6%	17%	-8%	-7%	-1%	4	-11%
CN(C)C(=O)NC(NC(=S)Nc1ccccc1)C(Cl)(Cl)Cl (stereo unspecified)	6%	?	0.0%	-1%	1%	5%	6%	2%	-2%	-4	12%
COc1ccc(NC(=O)Nc2ccc(N(C)C)cc2)cc1	?	-15%	-0.2%	2%	-2%	?	17%	-1%	-4%	-1	-4%
CC(=O)c1cnn(-c2ccc(Cl)cc2)c1C	0%	?	-0.6%	6%	-1%	0%	-1%	0%	-3%	8	24%
O=C(CS(=O)(=O)c1ccccc1)Nc1ccc(Cl)cn1	12%	-4%	3.3%	3%	-1%	27%	8%	2%	-6%	21	2%
COc1ccc2[nH]c(C(=O)N3CCN(Cc4ccccc4)CC3)cc2c1OC	6%	-29%	-0.7%	0%	-2%	-16%	1%	1%	-2%	6	-9%
Cc1ccc(-c2nnc(N3CCCCC3)c3ccccc23)cc1S(=O)(=O)N(C)C	2%	-43%[inhibitor]	-0.7%	5%	-4%	-95%[inhibitor]	7%	2%	-4%	27	1%
COc1ccc(C2NC(=O)NC(C)=C2C(=O)OC2CCCC(C)C2)cc1 (stereo unspecified)	-3%	22%	2.7%	1%	7%	-21%	-3%	3%	-1%	-2	2%
CCc1ccc2[nH]c(=O)c(CN(CCCN3CCOCC3)C(=O)Nc3ccc(Cl)cc3)cc2c1	-1%	-37%[inhibitor]	-0.3%	-14%	7%	-57%	-5%	2%	-14%	0	8%
CCOC(=O)c1cc(-c2ccc(OC)cc2)n[nH]1	?	-15%	-0.5%	-1%	-4%	11µM*	?	0%	-5%	-1	14%

High-throughput results (PubChem BioAssay)
